# M4 PAM = potentiates acetylcholine response at human M4 receptor; activation, % at 3 µM; CHO-K1 hM4/Gqi5, Fluo-8 calcium fluorescence, ACh EC20; 0% = ACh EC20, 100% = maximal ACh; P08173; AID 624126; hit rate 0.4% among 360,000;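 active means activation above its plate's cutoff, the mean activation of sample wells plus 3 SD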; further: some results filed as inactive read as strong as hits
# IDE cell activ = activators of human insulin-degrading enzyme in cells | P14735 | AID 493087 | hit rate 0.073% among 340,000 | activation, % at 5.96 µM | HEK cells, FAbeta-B cleavage, fluorescence polarization; 0% vehicle, 100% cell-free pure enzyme wells;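 active means activation above the mean of all tested compounds plus 3 SD, set per screening campaign, cut at about 17% in these data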
# CRFBP-R2 block = antagonists of CRF-binding protein/CRF-R2 receptor complex | HEK293 CRF-R2/CRF-BP, CRF-induced calcium fluorescence | inhibition, % at 11.8 µM | hit rate 0.59% among 350,000 | AID 588475;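 active means inhibition of the ligand-induced calcium signal above about 50% at the single tested concentration, limit read from the data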
# PHOSPHO1 block = PHOSPHO1 (human) inhibition; AID 1565; inhibition, % at 13.3 µM; hit rate 1.1% among 290,000; recombinant PHOSPHO1, absorbance phosphatase assay; Q8TCT1; in the data active means inhibition above about 60%
# p-CIP stab down = p/CIP protein destabilization; Q05BA5; F442A p/CIP-EGFP cells, EGFP fluorescence, 16 h; decrease of EGFP signal, % at 10 µM; hit rate 0.01% among 290,000; AID 1984;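 active means EGFP signal decrease of at least 30% at 10 µM or well 3 SD below plate mean, unless failing retest; inactive means the rest, including hits failing retest or dose response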; further: some compounds called inactive have numbers as strong as hits; many of its hits are not listed in these tables
# Target sequence (Q05BA5 1-1403): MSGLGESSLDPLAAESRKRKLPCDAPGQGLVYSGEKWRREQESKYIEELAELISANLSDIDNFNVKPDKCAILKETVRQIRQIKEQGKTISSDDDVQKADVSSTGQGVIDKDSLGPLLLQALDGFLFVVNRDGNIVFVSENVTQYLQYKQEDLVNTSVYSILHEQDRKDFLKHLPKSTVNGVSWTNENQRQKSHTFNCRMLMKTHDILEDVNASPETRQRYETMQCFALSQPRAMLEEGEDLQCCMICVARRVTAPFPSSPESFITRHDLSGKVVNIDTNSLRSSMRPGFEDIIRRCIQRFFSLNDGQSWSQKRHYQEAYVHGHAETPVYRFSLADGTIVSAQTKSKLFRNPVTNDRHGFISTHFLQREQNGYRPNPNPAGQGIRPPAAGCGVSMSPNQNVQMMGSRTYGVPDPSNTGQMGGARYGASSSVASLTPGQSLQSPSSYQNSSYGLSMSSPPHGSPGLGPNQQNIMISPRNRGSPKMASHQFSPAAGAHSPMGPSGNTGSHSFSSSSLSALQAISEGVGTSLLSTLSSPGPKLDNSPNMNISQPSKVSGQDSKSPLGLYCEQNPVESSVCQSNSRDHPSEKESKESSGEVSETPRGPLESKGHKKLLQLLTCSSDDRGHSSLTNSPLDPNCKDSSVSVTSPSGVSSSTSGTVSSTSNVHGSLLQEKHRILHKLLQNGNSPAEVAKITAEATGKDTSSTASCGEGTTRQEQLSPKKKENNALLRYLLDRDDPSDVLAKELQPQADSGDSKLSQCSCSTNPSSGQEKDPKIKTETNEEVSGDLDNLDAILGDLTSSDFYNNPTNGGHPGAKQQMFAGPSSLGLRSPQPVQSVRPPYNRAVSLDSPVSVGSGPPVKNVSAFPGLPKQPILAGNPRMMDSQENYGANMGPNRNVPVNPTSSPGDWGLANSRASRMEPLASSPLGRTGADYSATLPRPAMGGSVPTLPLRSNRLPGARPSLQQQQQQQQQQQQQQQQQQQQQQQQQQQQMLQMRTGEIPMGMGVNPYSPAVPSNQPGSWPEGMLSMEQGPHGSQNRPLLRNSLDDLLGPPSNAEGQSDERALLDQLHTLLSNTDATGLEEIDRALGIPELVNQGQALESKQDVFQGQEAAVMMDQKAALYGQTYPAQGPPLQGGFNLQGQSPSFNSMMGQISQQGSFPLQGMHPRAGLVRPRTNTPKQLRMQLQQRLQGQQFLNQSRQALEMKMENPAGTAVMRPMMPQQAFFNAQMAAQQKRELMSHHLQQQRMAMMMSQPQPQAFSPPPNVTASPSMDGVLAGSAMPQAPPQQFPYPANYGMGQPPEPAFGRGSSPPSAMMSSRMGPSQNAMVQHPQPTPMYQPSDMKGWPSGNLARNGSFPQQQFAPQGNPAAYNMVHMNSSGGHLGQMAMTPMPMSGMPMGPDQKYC
# IDE cell inh = cellular human IDE inhibition. P14735. HEK cells, FAbetaB cleavage, fluorescence polarization. inhibition, % at 5.59 µM. hit rate 0.41% among 320,000;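 active means percent inhibition above the average of all tested compounds plus 3 SD, set per screening campaign, cut at about 16% in these data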;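 further: IDE supplied by intact live HEK cells; FP after avidin binding of uncleaved biotin substrate so inhibition keeps polarization high; 0% = DMSO wells and 100% = 60 µM reference IDE inhibitor Ii1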
# MEKK3 PB1 HTS = modulators (inhibitors or enhancers) of MEK5 binding to human MEKK3 PB1 domain. hit rate 1.4% among 290,000. bead-based flow cytometry, Alexa488-MEK5 binding to MEKK3; actives lie on both sides; 0 = blocked by unlabeled MEK5, 100 = vehicle. Q99759. binding response (% of control), % at 10 µM. AID 1529;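 active means binding response more than 3 SD above or below the average of its plate-row segment, actives on both sides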;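 further: Alexa488 bead fluorescence after subtracting the streptavidin-only scavenger bead signal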
# GalR3 antag = blocks the human galanin receptor 3. O60755. HEK293 GalR3-CNG cAMP membrane potential fluorescence; galR3 body fused to GalR1 C-terminus. inhibition, % at 3 µM. hit rate 0.44% among 360,000. AID 651719;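 active means inhibition above the screen-wide average plus 3 SD, cut at about 13% in these data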;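 further: forskolin and galanin both at EC90 stimulate the cells; cAMP rise reported by CNG channel membrane potential dye signal; 0% = forskolin plus galanin with DMSO and 100% = forskolin alone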
# CRFR2-BP ag = agonists of human CRF-binding protein/CRF-R2 receptor complex | hit rate 0.46% among 350,000 | HEK293 CRF-R2/CRF-BP, calcium dye fluorescence (FLIPR); percent of saturating CRF peptide response | activation, % at 13.2 µM;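 active means activation of at least 50%, plus an integration ratio under a set limit after plate pattern correction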;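 further: plate controls were neutral control wells without compound for no effect and CRF at EC100 for full effect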
# * marks the source's active call; other numbers are inactive results; / = no result given. An unsorted share of the library; about 4.2% have a hit in one of these screens.
no.	smiles	M4 PAM	IDE cell activ	CRFBP-R2 block	PHOSPHO1 block	p-CIP stab down	IDE cell inh	MEKK3 PB1 HTS	GalR3 antag	CRFR2-BP ag
1	COCCCNc1nc2ccccc2nc1NS(=O)(=O)c1ccc(C)cc1C	7.8	1.1	-2.8	15.9	-7.4	-1.3	94.0	-5.1	-0.6
2	CC1CN(C)C(C)CC1OC(=O)C(c1ccccc1)c1ccccc1 (centres undefined)	-14.8	/	10.5	/	/	0.7	/	-5.3	-3.9
3	COc1ccc(OC)c(S(=O)(=O)Nc2ccccc2O)c1	0.1	7.5	-9.3	/	/	6.7	/	-7.4	1.3
4	S=c1[nH]nc(-c2ccc3c(c2)OCO3)n1-c1ccccc1	5.3	-1.6	0.1	11.6	-1.0	7.9	104.0	4.5	3.8
5	CS(=O)(=O)c1ncc(Cl)c(C(=O)Nc2ccc(OC(F)F)cc2)n1	-2.8	0.0	24.4	35.7	-23.2	-1.3	108.0	/	-2.5
6	CSc1ncccc1C(=O)N1CCCC(Nc2ccc(F)c(F)c2)C1 (centres undefined)	5.7	/	6.1	/	/	/	/	-3.7	-1.4
7	O=C(Nc1cccc(NC(=S)NC(=O)c2cccs2)c1)c1ccccc1	-5.9	0.8	-3.2	3.1	1.6	-1.7	101.0	4.1	8.5
8	CCCCOC(=O)CCc1n[nH]c(=O)[nH]c1=O	15.3	0.7	7.0	-12.3	-10.2	4.9	100.0	3.9	-1.1
9	CCN(CC)S(=O)(=O)c1cc(-c2nn(C)c(=O)c3ccccc23)ccc1C	-5.5	6.8	13.6	20.3	-24.6	1.4	100.0	-2.9	-2.1
10	Cc1ccc2c(c1)C(=O)C(=O)N2c1ccc(C(F)(F)F)cc1	0.0	4.8	-8.6	/	/	1.3	/	-1.4	-0.1
11	CCCN(C(=O)c1cc(S(=O)(=O)N2CCCCC2)ccc1Cl)C1CCS(=O)(=O)C1 (centres undefined)	6.0	-2.0	9.5	1.8	-2.1	8.6	94.0	-4.0	-1.5
12	C/C=C/COC(=O)c1[nH]c2c(c1C)C(=O)CC(c1ccc(N(C)C)cc1)C2 (centres undefined)	-8.0	-12.6	18.9	23.4	-13.6	0.0	98.0	-1.0	-1.4
13	C/C(=N\NC(=O)c1ccc(C(=O)N/N=C(\C)c2ccco2)o1)c1ccco1	13.3	0.6	15.2	47.9	-20.3	-3.4	106.0	2.4	1.6
14	COC(=O)c1c(-c2ccsc2)oc2ccc(-c3cc(OC)c(OC)c(OC)c3)cc12	-0.5	0.8	-12.8	/	/	0.9	107.0	-1.9	4.3
15	CCN(CC)C(=O)C1=C(C)N(CCC2=CCCCC2)C(=O)C(CC(=O)NCCN2CCOCC2)C1 (centres undefined)	3.0	/	10.8	/	/	/	/	-1.1	0.0
16	O=C(NOC(=O)c1ccccc1Cl)c1cccs1	-0.6	4.7	12.6	12.1	7.7	-1.5	69.0	-4.7	-0.3
17	CCc1ccc(OCC(=O)Nc2ccncc2)cc1	-8.7	3.7	11.6	-11.0	-3.3	-3.7	117.0	-4.3	-0.5
18	CCOC(=O)C(=CNc1cc(C)ccc1[N+](=O)[O-])C(=O)OCC	5.5	8.5	5.8	1.5	-14.9	-0.5	99.0	-3.7	-5.8
19	COc1ccc(CNC(=O)C(c2ccc(C)cc2)N(Cc2cccs2)C(=O)c2ccc3c(c2)OCCO3)cc1 (centres undefined)	-11.7	3.6	-41.1	30.5	4.7	-1.7	101.0	-8.5	6.2
20	CSc1ccc(CN2C(=O)NC3(CCCCC3)C2=O)cc1	1.7	0.4	-9.1	24.4	-7.2	-0.7	113.0	5.3	-0.8
21	CCOC(=O)c1[nH]c(C)c(C(=O)Nc2ccc(C)c(Cl)c2)c1C	-8.3	-1.2	-16.8	21.8	10.8	2.5	101.0	-9.6	-0.1
22	Cc1ccc(N2CCN(C(=O)CN3C(=O)c4ccccc4C3=O)CC2)cc1	6.9	5.9	55.7*	-1.4	-2.9	0.7	104.0	-4.6	0.1
23	CCOC(=O)c1c(CSC(=N)N)n(C)c2cc(Br)c(OC(C)=O)cc12	1.0	0.8	-21.5	50.9	-1.0	-4.8	99.0	-6.2	0.9
24	NCc1ccccc1	-4.7	3.3	-22.1	/	/	2.7	/	-2.5	1.4
25	Cc1ccccc1NC(=O)c1cn(-c2ccccc2)nc1-c1ccccc1	10.0	4.8	-8.6	3.2	-1.9	-1.8	109.0	-8.1	2.7
26	CC(C)C[C@H](NC(=O)[C@@H](Cc1ccccc1)n1c(=O)[nH]c2ccccc2c1=O)C(=O)N[C@@H](Cc1ccccc1)C(=O)O	1.1	-2.3	-4.3	7.9	-1.6	3.2	104.0	-4.7	-0.6
27	COc1cccc(NC(=O)CN(C)C(=O)CN2C(=O)NC3(CCCC3)C2=O)c1	-3.2	-3.4	18.3	/	/	3.1	/	1.6	-0.7
28	COc1ccc(C(=O)Cn2c(NCCO)nc3ccccc32)cc1	-2.3	2.5	38.1	45.5	-16.0	-0.1	106.0	-5.1	-0.5
29	CCC(C)NC(=O)C1CCC(=O)N1Cc1ccc(C)cc1 (centres undefined)	18.0	5.8	0.6	39.3	-6.9	7.3	98.0	-5.8	1.3
30	O=C(/C=C1\SC(=O)NC1=O)Nc1ccc(F)cc1	4.4	0.7	-23.4	20.4	5.5	0.5	105.0	5.4	0.8
31	CCCCCCCSc1nc(N)cc(=O)[nH]1	-2.0	0.5	-6.4	26.8	3.3	15.4	/	-10.6	1.1
32	CC1CCCCC1NC(=O)CCCn1c(=S)[nH]c2ccsc2c1=O (centres undefined)	-0.5	-0.7	-10.2	19.1	12.3	8.0	101.0	4.3	-3.0
33	COCCn1c(SCC(=O)Nc2cccc(F)c2)nc2c(c1=O)SCC2	-2.5	0.9	10.6	27.4	-11.7	3.8	97.0	0.8	0.5
34	Cc1ccsc1/C=N\Nc1cn[nH]c(=O)c1Cl	2.6	5.3	16.1	-18.3	3.5	-0.2	95.0	1.5	-1.7
35	CCC(=O)Nc1nn(CC(C)C)c2nc3ccc(C)cc3cc12	-10.4	1.6	-5.4	15.6	-6.7	4.1	101.0	-12.2	1.8
36	O=S(=O)(Nc1ccc(-n2cccc2)cc1)c1ccc(F)cc1	15.1	-3.4	-52.0	-7.2	-5.3	1.2	107.0	0.9	1.3
37	Cc1nn(CC(=O)Nc2ccc(N3CCOCC3)cc2)c(C)c1Cl	1.8	7.0	-9.7	22.2	2.8	-3.5	105.0	-2.8	0.8
38	CCn1c(C)nc2cc(C(=O)NNC(=S)Nc3ccc(C)cc3)ccc21	8.8	-2.6	-5.6	-128.2	-14.3	8.9	88.0	2.7	-2.1
39	CC1Cc2cc(/C(O)=C3\C(=O)C(=O)N(Cc4ccncc4)C3c3ccccc3F)ccc2O1 (centres undefined)	-3.0	3.9	-11.0	49.0	-5.5	1.6	99.0	0.9	0.1
40	O=C(COC(=O)c1ccc(O)cc1O)Nc1cccc2ccccc12	-2.5	5.3	16.8	/	/	-2.2	/	0.5	-0.8
41	Cn1cccc1Cc1nnc(SCC(=O)NCc2ccccc2)n1-c1ccc(F)cc1	-0.1	7.3	4.3	10.6	-0.8	-0.8	98.0	2.7	-2.1
42	Cc1cccc(C(=O)Nc2nnc(SCC(=O)NCc3ccco3)s2)c1	1.6	1.4	4.7	25.0	-17.2	1.8	100.0	3.2	-0.1
43	CCC(C)(C)n1nnnc1C(c1ccc(C)cc1)N(Cc1ccco1)Cc1cccs1 (centres undefined)	-4.5	1.6	-21.7	-2.1	-7.5	0.6	111.0	-3.5	13.2
44	N#CC1=C(SCc2ccccc2)NC2=C(C(=O)CCC2)C1c1ccc2c(c1)OCO2 (centres undefined)	-0.8	-13.3	13.0	93.4*	-0.3	2.8	107.0	-6.0	1.2
45	Cc1cccc(CCNC(=O)Cn2ncc3c([nH]c4ccccc43)c2=O)c1	5.6	4.7	0.6	27.6	-12.1	0.4	98.0	/	1.6
46	O=C(O)c1cccc(NC(=O)c2cn(-c3ccccc3)nc2-c2ccc(F)cc2)c1	2.3	3.5	-10.8	13.9	2.5	-3.4	104.0	-1.4	0.3
47	O=C(O)c1cn[nH]c1-n1cnnn1	6.7	4.7	10.7	-9.3	-6.5	5.7	97.0	-2.8	-1.8
48	CCCC(NC(=O)C(C)Sc1nnnn1C1CC1)c1ccccc1 (centres undefined)	6.4	1.2	3.6	/	/	6.6	/	-5.1	0.3
49	COC(=O)C1C(=O)c2c(n[nH]c2C)CC1(C)C (centres undefined)	-0.6	2.6	-31.9	-0.5	-4.7	-7.0	99.0	-3.2	0.7
50	O=C(Nc1ccc(C(=O)N2CCCCC2)cc1)Nc1cccc(Cl)c1	4.7	0.3	-41.2	33.4	9.7	3.3	107.0	-5.9	9.6
51	COc1ccc(C2c3ccc(O)cc3Oc3ncn(CCN4CCOCC4)c(=N)c32)cc1 (centres undefined)	-2.9	2.5	10.8	15.9	2.9	5.0	93.0	-1.0	-0.4
52	Cc1cccc(OCC(=O)Nc2cccc3nsnc23)c1	5.8	0.5	-11.2	2.4	-11.6	-0.1	98.0	-7.5	3.1
53	CCOC(=O)CC(NC(=O)c1cccc2c1C(=O)N(Cc1cccnc1)C2)c1ccc(OCC)c(OC)c1 (centres undefined)	-1.9	3.4	-0.4	-3.9	-19.6	0.0	98.0	-3.3	-0.9
54	CCN(CC)C(=O)Cn1cc(S(=O)(=O)CC(=O)Nc2ccccc2F)c2ccccc21	3.3	-1.3	-4.8	25.0	-4.1	1.0	104.0	0.5	2.5
55	CSc1ncccc1C(=O)NCc1nnc2ccccn12	-1.1	5.2	14.2	/	/	2.7	/	-5.2	1.3
56	CCN(Cc1cn2cccnc2n1)C1CCCCC1	5.2	6.7	32.5	24.1	-3.2	2.3	95.0	0.0	1.4

# Complete entries from above. Values in the order: M4 PAM	IDE cell activ	CRFBP-R2 block	PHOSPHO1 block	p-CIP stab down	IDE cell inh	MEKK3 PB1 HTS	GalR3 antag	CRFR2-BP ag
# COc1ccc(C2c3ccc(O)cc3Oc3ncn(CCN4CCOCC4)c(=N)c32)cc1 (centres undefined) across the screens: -2.9	2.5	10.8	15.9	2.9	5.0	93.0	-1.0	-0.4
# CCN(Cc1cn2cccnc2n1)C1CCCCC1 across the screens: 5.2	6.7	32.5	24.1	-3.2	2.3	95.0	0.0	1.4

# Later entries
no.	smiles	M4 PAM	IDE cell activ	CRFBP-R2 block	PHOSPHO1 block	p-CIP stab down	IDE cell inh	MEKK3 PB1 HTS	GalR3 antag	CRFR2-BP ag
57	O=C(c1cc(Cl)cc(Cl)c1)N1CCC2CC1c1cc(N3CCCCC3)ccc12 (centres undefined)	-12.5	/	-16.5	/	/	/	/	-6.7	1.6
58	COc1ccc(N(CC(=O)Nc2cccc(N(C)S(C)(=O)=O)c2)S(=O)(=O)c2ccc(F)cc2)cc1	-15.9	3.0	-1.3	28.3	-83.6	3.6	100.0	-6.6	1.9
59	c1ccc(Oc2ccc(-c3ccn[nH]3)cc2)cc1	-8.4	2.5	22.1	47.4	2.8	1.1	95.0	-4.2	-1.5
60	C[C@H](CO)N1C[C@H](C)[C@@H](CN(C)C(=O)OCc2ccccc2)OCc2cn(nn2)CCCC1=O	8.7	/	-7.2	/	/	/	/	0.8	0.4
61	COc1ccccc1C(=O)C1CCCN(C(=O)C2=CC(=O)CC(C)(C)O2)C1 (centres undefined)	3.7	1.1	-20.7	39.9	6.4	-0.7	101.0	-0.8	1.4
62	Cc1n[nH]c(=S)n1/N=C/c1ccc(-c2ccccc2[N+](=O)[O-])o1	8.5	0.2	14.0	7.8	-12.0	-4.3	100.0	4.1	-3.0
63	CCc1nnc(NC(=O)CSc2nnc(Cc3cccn3C)n2CCOC)s1	-3.1	3.8	-26.6	-10.0	9.5	0.2	104.0	/	0.3

# High-throughput results as filed in PubChem.
